Screens deposited in PubChem by several laboratories.
TbMetRS inhib – Trypanosoma brucei MetRS inhibition; inhibition, % at 11.9 µM; AID 624268; hit rate 0.4% among 360,000; purified T. brucei MetRS, ATP depletion, Kinase-Glo luminescence;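 active = inhibition above a per-plate cutoff of the control wells' mean inhibition plus 3 SD, cut at about 5.5% in these data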;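 also: 0% = DMSO wells median and 100% = median of wells with control inhibitor compound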
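Assay system: T. brucei methionyl-tRNA synthetase, purified | Medium: HEPES buffer with MgCl2, KCl, DTT, spermine, BSA, pyrophosphatase | Compound: 11.9 µM single point | Incubation: 15 min enzyme-compound preincubation, 2 h reaction, 10 min detection, 25 °C | Measured by: Kinase-Glo luciferase luminescence reporting remaining unconsumed ATP | Measure: % inhibition normalized to control-well medians | Replication: Singlicate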
bovine MsrA act – activates bovine MsrA enzyme; purified bovine MsrA, absorbance read-out; activation, % at 10.6 µM; hit rate 0.3% among 360,000; AID 602163; in the data active = activation above about 7.5%;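 also: 0% = vehicle and 100% = reference activator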
eLon inh – inhibitors of E. coli Lon protease; inhibition, % at 7.94 µM; purified E. coli Lon protease, fluorescence polarization; P0A9M0; hit rate 0.42% among 360,000; in the data active = inhibition above about 13%, passing the limit was not always enough;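 also: 0% = enzyme with probe and DMSO and 100% = no enzyme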
Neddylation inh – inhibitors of human cullin neddylation; AID 651699; calls only at 25 µM; hit rate 0.58% among 360,000; P61081+Q13564; TR-FRET cullin neddylation, biochemical; in the data active = inhibition above about 36%
Target sequence (P61081 whole entry, looked up): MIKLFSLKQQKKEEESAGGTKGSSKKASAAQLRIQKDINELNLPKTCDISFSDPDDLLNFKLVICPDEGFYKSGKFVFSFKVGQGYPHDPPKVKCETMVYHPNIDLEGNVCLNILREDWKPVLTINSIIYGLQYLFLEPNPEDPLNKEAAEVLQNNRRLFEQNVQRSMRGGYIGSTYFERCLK
Target sequence (Q13564 whole entry, looked up): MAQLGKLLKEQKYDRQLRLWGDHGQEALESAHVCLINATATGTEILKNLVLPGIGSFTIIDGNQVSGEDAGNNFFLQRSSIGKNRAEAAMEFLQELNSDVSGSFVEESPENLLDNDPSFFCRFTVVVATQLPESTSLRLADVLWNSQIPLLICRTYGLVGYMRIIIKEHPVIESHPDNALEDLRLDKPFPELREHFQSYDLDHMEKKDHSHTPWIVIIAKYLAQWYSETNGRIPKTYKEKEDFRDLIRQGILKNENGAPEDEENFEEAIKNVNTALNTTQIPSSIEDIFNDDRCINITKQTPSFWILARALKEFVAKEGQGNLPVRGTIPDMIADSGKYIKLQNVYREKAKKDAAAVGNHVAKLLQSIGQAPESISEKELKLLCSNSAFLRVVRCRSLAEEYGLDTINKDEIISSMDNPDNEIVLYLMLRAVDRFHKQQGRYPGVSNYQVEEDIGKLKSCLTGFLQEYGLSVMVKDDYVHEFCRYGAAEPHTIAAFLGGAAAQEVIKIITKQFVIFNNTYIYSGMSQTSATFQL
PABP1 MLLE inh – blocks PAM2 peptide binding to the PABP1 MLLE domain. P11940. GST-MLLE / FITC-PAM2 fluorescence polarization. inhibition, % at 20 µM. hit rate 0.36% among 360,000. AID 588489; in the data active = inhibition above about 35%, passing the limit was not always enough;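 also: plate controls were DMSO wells with GST-MLLE for no effect and wells lacking GST-MLLE protein for full effect; some results filed as inactive read as strong as hits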
Rin1 Abl inh – human Rin1-Abl interaction inhibition; P00519+Q13671; TR-FRET Rin1/Abl binding, biochemical; inhibition, % at 7.35 µM; hit rate 0.4% among 360,000; AID 588664; in the data active = inhibition above about 5%, passing the limit was not always enough
CSN inh – CSN deneddylation inhibition. Purified CSN, SCF-Nedd8-OG deneddylation, fluorescence polarization. inhibition, % at 12.5 µM. hit rate 0.38% among 360,000;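 active = pattern-corrected inhibition above about 35%, with an unprinted fluorescence ratio check between 0.5 and 1.5, limit read from the data, passing the limit was not always enough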;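 also: 0% = enzyme with substrate and 100% = substrate without enzyme; some results filed as inactive read as strong as hits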
Target sequence (Q92905 whole entry, looked up, one chain of several): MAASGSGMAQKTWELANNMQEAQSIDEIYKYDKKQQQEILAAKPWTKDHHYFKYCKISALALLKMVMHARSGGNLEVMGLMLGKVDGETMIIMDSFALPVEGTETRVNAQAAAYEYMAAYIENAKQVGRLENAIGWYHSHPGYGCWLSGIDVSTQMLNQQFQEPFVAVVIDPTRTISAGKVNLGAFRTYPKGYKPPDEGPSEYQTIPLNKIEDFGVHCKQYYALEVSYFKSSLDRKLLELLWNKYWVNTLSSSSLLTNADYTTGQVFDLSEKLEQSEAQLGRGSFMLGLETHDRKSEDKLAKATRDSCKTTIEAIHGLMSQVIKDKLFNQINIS
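Material: human Csn5 produced in HEK293T cells; Input: enzyme 0.24 nM; Reagent: SCFSkp2-Nedd8OG substrate at 10 nM final; Dosing: 12.5 µM compound; Incubation: 90 min reaction at room temperature; Detection: fluorescence polarization of the substrate; Evaluation: % inhibition of substrate cleavage by Csn5; Control set: substrate-only high control, full reaction low control.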
FAS-TE inh – inhibitors of human fatty acid synthase thioesterase domain; P49327; recombinant FAS-TE, OMFH fluorogenic substrate, fluorescence endpoint; inhibition, % at 15 µM; hit rate 0.67% among 360,000;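 active = compounds whose normalised, plate-corrected inhibition of enzyme fluorescence in the single-dose primary screen is 50% or more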;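 also: 0% = DMSO with enzyme and 100% = substrate without enzyme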
MsrA inh – inhibitors of bovine MsrA | purified bovine MsrA, absorbance read-out | inhibition, % at 15.5 µM | hit rate 0.75% among 360,000 | AID 651718; in the data active = inhibition above about 4.5%;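 also: 0% = vehicle wells with enzyme and 100% = reference inhibitor wells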
The depositor's hits bear a star; i = inactive; · = not tested or not shown.

[1] CCN(CC)S(=O)(=O)c1ccc2c(c1)[nH]c(=S)n2CC
[2] COC(=O)C1Cc2c([nH]c3ccccc23)CN1 (stereo not drawn)
[3] CC(=O)Nc1cccc(OCc2cccc([N+](=O)[O-])c2)c1
[4] Cc1ccc2[nH]c(=O)cc(C(=O)OCC(=O)c3ccc(F)cc3)c2c1
[5] O=c1c(O[C@@H]2O[C@H](CO)[C@@H](O)[C@H](O)[C@H]2O)c(-c2ccc(O)cc2)oc2cc(O)cc(O)c12
[6] CCC(C)(C)NC(=O)C(c1cccn1C)N(Cc1ccccc1)C(=O)Cn1nnc2ccccc21 (stereo not drawn)
[7] CCCCC1=CC2=C(c3ccco3)C(=O)C(C)(OC(=O)c3ccc(OC)cc3)C(=O)C2=CN1CCOC (stereo not drawn)
[8] O=S1(=O)C=CC(Nc2ccccc2)C1 (stereo not drawn)

Compound,1,2,3,4,5,6,7,8
TbMetRS inhib,-0.2,0.5,-0.2,0.1,1.3,-0.7,-0.4,-2.0
bovine MsrA act,-3,2,-3,-4,-14,-3,-4,-5
eLon inh,3,-5,-1,2,1,-7,48*,6
Neddylation inh,i,·,i,i,i,i,i,i
PABP1 MLLE inh,-108,0,0,1,-10,-5,32,12
Rin1 Abl inh,1,-1,3,0,3,4,-6,1
CSN inh,-2,3,-4,1,-1,4,-2,-6
FAS-TE inh,2,-5,8,3,-10,-12,2,-8
MsrA inh,-0.6,0.3,0.0,1.2,·,-0.1,0.9,1.3

[9] CCCCN(C(=O)CCC(=O)Nc1cc(C)on1)C(C(=O)NC1CCCC1)c1ccccc1C (stereo not drawn)
[10] CCn1ncc(-c2csc(N)n2)c1C
[11] O=C(CNC(=O)c1ccc(Br)o1)NCc1ccc(F)cc1
[12] CC1(CCc2ccccc2)NC(=O)N(Cc2cc([N+](=O)[O-])cc3c2OCOC3)C1=O (stereo not drawn)
[13] COC(=O)C1CCN(C(=O)COC(=O)c2ccc(N3CCCC3=O)cc2)CC1
[14] COc1ccc(S(=O)(=O)N2CCCCCC2)cc1NC(=O)Cc1cc(OC)c(OC)c(OC)c1
[15] CC(C)CN(C(=O)CN1CCCCCC1)c1c(N)n(CC(C)C)c(=O)[nH]c1=O
[16] C=CCN1N=C(c2ccc(Cl)s2)CSC1=O

Compound,9,10,11,12,13,14,15,16
TbMetRS inhib,-0.4,-0.3,0.2,-1.0,-0.2,-0.3,-0.7,-2.4
bovine MsrA act,0,-3,-3,-8,-3,3,0,-12
eLon inh,4,-7,8,10,-7,1,-4,-3
Neddylation inh,i,i,i,i,i,i,i,i
PABP1 MLLE inh,11,13,1,-13,7,-2,-51,-8
Rin1 Abl inh,1,0,-4,1,0,2,2,-1
CSN inh,1,0,1,2,4,-8,-10,4
FAS-TE inh,1,-3,-6,32,-6,0,-7,5
MsrA inh,-0.6,-0.7,0.3,0.6,0.4,-0.7,1.5,2.9

Reprinted: nos. 9–10
[9] CCCCN(C(=O)CCC(=O)Nc1cc(C)on1)C(C(=O)NC1CCCC1)c1ccccc1C (stereo not drawn)
[10] CCn1ncc(-c2csc(N)n2)c1C

Compound,9,10
TbMetRS inhib,-0.4,-0.3
bovine MsrA act,0,-3
eLon inh,4,-7
Neddylation inh,i,i
PABP1 MLLE inh,11,13
Rin1 Abl inh,1,0
CSN inh,1,0
FAS-TE inh,1,-3
MsrA inh,-0.6,-0.7

(list continues)
[17] Cc1cc(C)n(CC(=O)N/N=C/c2ccc([N+](=O)[O-])s2)n1
[18] O=C1OC(N2C(=O)CC[C@H]2C(=O)Nc2ccc(F)c(F)c2)c2ccccc21 (stereo partly drawn)
[19] O=C(NCC1CCCO1)c1cccs1 (stereo not drawn)
[20] O=C(NC1CCN(C(=O)Nc2ccc(F)cc2)CC1)c1cccc(F)c1
[21] CCN(CC)C(=S)SCC(=O)Nc1cccc(C(F)(F)F)c1
[22] COc1cccc(OC)c1C(=O)NC(=O)Oc1c(F)cccc1F
[23] CC(C)(C)c1cc(C(=O)N/N=C/c2cc3c(cc2Br)OCO3)n[nH]1
[24] O=C(O)c1ccccc1-c1ccccc1C(=O)NCc1cccnc1

Compound,17,18,19,20,21,22,23,24
TbMetRS inhib,-0.7,0.6,-1.8,0.1,-2.6,-0.4,0.1,-0.1
bovine MsrA act,-4,0,-14,-2,-7,-3,-3,1
eLon inh,-5,-4,-3,2,-6,3,0,-8
Neddylation inh,i,i,i,i,i,i,i,i
PABP1 MLLE inh,2,-2,6,11,23,-2,-10,-5
Rin1 Abl inh,0,1,-1,2,-1,-1,-2,4
CSN inh,-5,-2,-1,2,4,0,1,0
FAS-TE inh,-3,-2,-6,-2,9,-2,0,-4
MsrA inh,3.0,-1.0,-0.6,0.4,-0.4,0.2,0.7,0.2

[25] COc1ccccc1COc1cccn2c(N(C)C(=O)CCC3CCCC3)c(C)nc12
[26] CCN(CC)CC(=O)NCC1(c2ccccc2)CCCC1
[27] CCCCC1CCC(C(=O)Nc2ccccc2)CC1 (stereo not drawn)
[28] COc1ccc(CC(=O)Nc2cccc(-c3ccc4nnc(C)n4n3)c2)cc1
[29] COc1cccc(CN(C)C(=O)COc2ccc(C(=O)c3ccc(Cl)cc3)cc2)c1OC
[30] CC(C)c1ccc(N(C(=O)c2csnn2)C(C(=O)NC2CCCC2)c2cccnc2)cc1 (stereo not drawn)
[31] COc1cc(NC(=O)CCCC(=O)OCC(F)(F)C(F)F)nc(OC)n1
[32] O=C(O)C1CC(c2ccccc2F)=NO1 (stereo not drawn)

Compound,25,26,27,28,29,30,31,32
TbMetRS inhib,-0.3,-0.5,-1.1,-0.6,-0.8,-0.2,-0.7,-1.1
bovine MsrA act,4,-5,-5,-3,-3,-2,1,-13
eLon inh,-2,-6,0,-1,6,0,-11,0
Neddylation inh,i,i,i,i,i,i,i,i
PABP1 MLLE inh,-1,3,17,-5,-12,9,-8,15
Rin1 Abl inh,-1,2,4,-5,-1,2,6,1
CSN inh,1,4,7,7,4,-1,-7,-6
FAS-TE inh,12,-2,-4,1,18,7,-3,-7
MsrA inh,-0.2,0.5,0.2,0.9,-0.9,1.0,1.5,0.5

[33] CSc1nnc(C(C)(C)C)c(=O)n1/N=C/c1ccc(C(C)C)cc1
[34] Cc1n[nH]c(C)c1NC(=O)CSc1nnnn1-c1cccc(F)c1
[35] CCn1c(NC(=O)c2cccc(Cn3cc(Cl)cn3)c2)nc2ccccc21
[36] COC(=O)C1C(O)=C(C=NC2CCCCC2)C(=O)CC1(C)C (stereo not drawn)
[37] c1ccc2c(c1)[nH]c1c3ccccc3sc21
[38] Cc1oc(-c2ccccc2F)nc1CS(=O)(=O)CC(=O)NCCN1CCCC1
[39] CC1=C(C(=O)Nc2ccccc2)C(c2ccncc2)C(C#N)=C(SCC(=O)Nc2ccccc2)N1 (stereo not drawn)
[40] C#CC[N+](C)(C)CCCCCCCCC

Compound,33,34,35,36,37,38,39,40
TbMetRS inhib,-0.2,-0.2,-0.4,-1.3,-0.9,-0.1,-0.1,-0.2
bovine MsrA act,-4,-8,1,-5,-2,-3,2,-3
eLon inh,2,0,2,-9,1,-6,-10,-5
Neddylation inh,i,i,i,i,i,i,i,i
PABP1 MLLE inh,-1,-113,1,6,9,-9,-7,-9
Rin1 Abl inh,-1,1,2,1,-2,-1,7,-1
CSN inh,3,0,5,-5,4,-5,0,-1
FAS-TE inh,21,-6,30,-7,12,-5,6,-5
MsrA inh,-1.1,0.8,2.1,-1.0,0.6,2.4,0.7,1.7

eLon inh, hit marks shown above.
nr	mol	bovine MsrA act	eLon inh	Neddylation inh	PABP1 MLLE inh	Rin1 Abl inh	CSN inh	MsrA inh
7	CCCCC1=CC2=C(c3ccco3)C(=O)C(C)(OC(=O)c3ccc(OC)cc3)C(=O)C2=CN1CCOC (stereo not drawn)	-4	48*	i	32	-6	-2	0.9

Later entries
[41] Cc1cc(C)c2nc(-c3ccccn3)cc(C(=O)NCc3ccco3)c2c1
[42] CCOC(=O)c1c(NC(=O)CSc2nnnn2-c2ccc(OC)cc2)sc(C)c1C
[43] COc1ccc(Cc2nnc(SCC(=O)c3ccccc3)o2)cc1
[44] CCCCCOc1ccc(CSc2n[nH]c(C)n2)cc1
[45] CC(C)(C)CN1C(N)=NC[C@@H]1Cc1ccccc1
[46] CCOC(=O)c1cnc2nc[nH]n2c1=O
[47] CCc1ccccc1NC(=O)C(C#N)Cc1cccnc1 (stereo not drawn)
[48] COc1ccc(N2CC(C(=O)N[C@@H](C)C(=O)NC3CCCCC3)CC2=O)cc1 (stereo partly drawn)

Compound,41,42,43,44,45,46,47,48
TbMetRS inhib,-0.7,-0.5,0.2,-0.9,-0.2,-0.4,0.6,0.0
bovine MsrA act,-4,-8,1,-1,-2,-3,-2,0
eLon inh,-2,6,-3,3,-13,-7,-3,7
Neddylation inh,·,i,i,i,i,i,i,i
PABP1 MLLE inh,1,43*,-62,-54,-5,-1,6,3
Rin1 Abl inh,-3,4,1,1,2,-4,1,3
CSN inh,12,4,-2,-9,-2,1,1,-3
FAS-TE inh,-5,1,1,-5,-12,-5,-10,-5
MsrA inh,-0.5,0.7,0.0,0.5,0.8,0.1,-1.1,0.3

[49] CCOc1ccc(N(C(=O)c2cnsn2)C(C(=O)NC2CCCCC2)c2ccncc2)cc1 (stereo not drawn)
[50] Cn1nnnc1Sc1ncnc2scc(-c3cccc4ccccc34)c12
[51] O=C(O)c1ccc(Cl)c(S(=O)(=O)NC(Cc2c[nH]c3ccccc23)C(=O)O)c1 (stereo not drawn)
[52] Cc1nn(-c2nc(-c3ccco3)cc(C(F)(F)F)n2)c(C)c1Cl
[53] C=CCN(c1ccc(C(=O)Nc2cccc([N+](=O)[O-])c2)cc1)S(C)(=O)=O
[54] O=C(CSc1nnnn1-c1ccccc1)NCc1cccs1

Compound,49,50,51,52,53,54
TbMetRS inhib,-0.8,-0.2,-0.9,0.3,0.8,-1.5
bovine MsrA act,-9,-3,-4,-3,-2,-15
eLon inh,5,1,-9,-8,0,0
Neddylation inh,i,i,i,i,i,i
PABP1 MLLE inh,-1,-23,11,-6,2,-5
Rin1 Abl inh,2,-2,2,5,-3,-1
CSN inh,2,4,-1,2,-4,0
FAS-TE inh,16,13,-5,-2,2,-4
MsrA inh,-0.5,3.2,-1.1,0.0,1.2,-0.9

Quoted from the listing:
PABP1 MLLE inh result of `CCOc1ccc(N(C(=O)c2cnsn2)C(C(=O)NC2CCCCC2)c2ccncc2)cc1` (stereo not drawn) stands at -1
eLon inh result of `O=C(CSc1nnnn1-c1ccccc1)NCc1cccs1` stands at 0
PABP1 MLLE inh result of `Cn1nnnc1Sc1ncnc2scc(-c3cccc4ccccc34)c12` stands at -23
bovine MsrA act result of `O=C(O)c1ccc(Cl)c(S(=O)(=O)NC(Cc2c[nH]c3ccccc23)C(=O)O)c1` (stereo not drawn) stands at -4
